Yfh1-depleted yeast: enhancers of respiration in Yfh1-depleted yeast, dose response, Friedreich's ataxia, plus single-dose screen (AID 1465). S. cerevisiae Yfh1-off respiration, WST-1 reduction, 72 h; higher fold induction means a stronger effect. fold induction at 50 µM, or EC50 in µM where a hit was titrated. actives 0.074% (n = 220,000);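 active = fold induction of absorbance versus untreated yeast above a set limit, then at least 30% activation at any dose in follow-up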;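 also: activators that raise dye reduction in frataxin-depleted yeast; strong numbers were not always called active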
PMI inhibitors: inhibitors of human PMI, primary screen, biochemical, fluorescence intensity, coupled assay (AID 1209); purified PMI enzyme, coupled fluorescence intensity; higher % means a stronger effect; inhibition, % at 20 µM, or IC50 in µM where a hit was titrated; actives 0.42% (n = 190,000);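 also: plate controls were DMSO vehicle for no effect and wells lacking substrate for full effect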
LYP phosphatase: inhibitors of LYP phosphatase, biochemical, fluorescence intensity, uHTS (AID 1779) | actives 0.054% (n = 290,000) | inhibition, % at 11.5 µM, or IC50 in µM where a hit was titrated | recombinant LYP phosphatase, fluorescence intensity; higher % means a stronger effect;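 also: plate controls were vehicle with enzyme for no effect and no enzyme for full effect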
PMI inhibition: human PMI inhibitors, high substrate, primary screen, biochemical, fluorescence intensity, high mannose 6-phosphate (AID 1220). recombinant PMI enzyme, coupled fluorescence intensity; higher % means a stronger effect. one-dose inhibition, % at 20 µM; IC50 in µM for titrated hits. actives 0.66% (n = 190,000)
XIAP displacement: XIAP antagonists, biochemical, IAP family, fluorescence polarization (AID 1018); XIAP BIR domain, fluorescence polarization peptide displacement; higher % means a stronger effect; displacement, % at 20 µM; hits with a dose series show IC50 in µM; actives 0.007% (n = 200,000); in the data active = displacement above about 50%; also: a part of the inactive calls stands beside numbers as strong as those of hits
TNAP activators: human TNAP enzyme activators, primary screen, biochemical, luminescent, no phosphate acceptor, uHTS (AID 1001) | actives 0.03% (n = 200,000) | purified TNAP, luminescent activation assay, no phosphate acceptor; higher activation fold means a stronger effect | one-dose activation fold at 20 µM; EC50 in µM for titrated hits; in the data active = activation fold from about 3, or a potency from the dose series; inactive = the rest, 99 in 100 with activation fold below about 1.6; also: many of its hits are not listed in these tables
P. falciparum M1AAP: P. falciparum M1AAP inhibitors, biochemical, fluorogenic H-Leu-NHMec substrate, 1536-well (AID 1445); inhibition, % at 30 µM; hits with a dose series show IC50 in µM; actives 0.42% (n = 220,000); recombinant M1AAP, H-Leu-NHMec fluorogenic kinetic assay; higher % means a stronger effect;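 active = primary inhibition above the hit cutoff, then over 50% inhibition at one or more dose response concentrations, cut at about 23% in these data, passing the limit was not always enough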;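 also: plate controls were DMSO full reaction for no effect and no enzyme background for full effect; strong numbers were not always called active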
WT yeast gro inh: growth inhibition of WT yeast, mitochondrial fusion screen; mitochondrial fusion phenotypic screen, WT strain; inhibition, % at 10 µM; actives 2.1% (n = 190,000); AID 1362; in the data active = inhibition above about 58%; tested in S. cerevisiae
P. falciparum M17LAP: P. falciparum M17LAP inhibitors, primary screen, biochemical, fluorogenic H-Leu-NHMec substrate, 1536-well (AID 1619); recombinant M17LAP, H-Leu-NHMec fluorogenic kinetic assay; higher % means a stronger effect; one-dose inhibition, % at 30 µM; IC50 in µM for titrated hits; actives 0.38% (n = 220,000);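 active = compound inhibiting the enzyme by more than half at any dose during confirmatory dose-response retesting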;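 also: plate controls were full reaction with DMSO carrier for no effect and no enzyme background for full effect; strong numbers were not always called active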
WT yeast gro inh mutant strain: further read-out of WT yeast gro inh, marked with its call; inhibition, %; mitochondrial fusion phenotypic screen, mutant strain inhibition
Numbers without * were called inactive; i = inactive; nt = no result given. Rule as the data show it, unless noted: active = inhibition above about 50%; inactive = the rest. Random draw from the library; overall some 3.7% were active at least once.

SMILES | Yfh1-depleted yeast | PMI inhibitors | LYP phosphatase | PMI inhibition | XIAP displacement | TNAP activators | P. falciparum M1AAP | WT yeast gro inh | WT yeast gro inh mutant strain | P. falciparum M17LAP
COc1ccc(N(CC(=O)Nc2ccccc2C)S(=O)(=O)c2c(C)[nH]c(=O)[nH]c2=O)cc1 | i | nt | -7% | nt | nt | nt | -2% | nt | nt | -1%
CN(C)CCCNc1ncc(C(F)(F)F)cc1Cl | i | -2% | -6% | -1% | -2.9% | 1.1 | -5% | -11 | 8 | 0%
N#Cc1nc(-c2ccc(Cl)cc2)oc1NCc1ccco1 | i | 7% | -10% | -2% | -2.8% | 1.1 | 7% | 21 | 19 | -10%
COCc1nc2ccccc2n1Cc1c(F)cccc1Cl | i | 0% | -5% | -8% | -4.9% | 1.1 | -4% | 6 | -9 | 7%
O=C(NCc1nc2ccccc2[nH]1)C1=C[C@@H](c2ccc3c(c2)OCO3)C[C@@H](OCc2ccc(CO)cc2)O1 | i | nt | -2% | nt | nt | nt | -1% | nt | nt | -4%
CCOc1cccc(=O)c2c(C)n(Cc3ccccc3)c(C)c12 | i | -6% | -2% | 15% | 12% | 1.1 | 12% | 27 | 18 | 6%
CCN(C(=O)CSc1nc2ccccc2c(=O)n1-c1cccc(C)c1)C1CCS(=O)(=O)C1 (stereo not given) | i | -64% | -5% | -25% | -3.1% | 1.1 | 0% | -8 | -10 | 4%
O=C(NCCN1CCN(Cc2ccccc2)CC1)C1c2ccccc2C(=O)N2CCc3ccccc3C12 (stereo not given) | nt | 1% | -9% | -1% | -0.2% | 1.1 | 9% | -6 | 6 | 11%
O=C(NCCCN1CCOCC1)C1COc2ccccc2O1 (stereo not given) | i | 4% | -4% | 3% | -22% | 1.1 | 4% | 5 | 14 | -2%
CCCCOc1ccc(N2C(=O)CC(N(O)c3ccccc3)C2=O)cc1 (stereo not given) | i | -8% | 2% | 5% | -1.0% | 1.1 | 9% | 14 | -14 | 10%
O=C(CC1C(=O)NCCN1Cc1ccc(-c2ccccc2)cc1)NCc1ccccc1 (stereo not given) | i | -8% | -5% | 2% | -8.6% | 1.1 | nt | 29 | 3 | nt
Cn1c(=O)n(CCOc2ccccc2Cl)c2ccccc21 | i | -3% | -6% | -1% | -6.2% | 1.1 | 2% | 10 | 0 | 9%
COc1ccc(/C=N\NC(=O)COc2ccc(Cl)cc2Cl)c(C(=O)O)c1OC | i | 1% | -3% | -2% | -2.0% | 1.1 | 1% | 21 | -3 | -2%
CCC(C)C(=O)Nc1cc(C(=O)OC)cc(C(=O)OC)c1 (stereo not given) | i | 0% | -5% | 4% | -2.8% | 1.1 | 7% | 30 | -30 | -3%
CCOC(=O)c1ccc(NC(=O)/C=C/c2cccs2)cc1 | i | 20% | 3% | 15% | -1.4% | 1 | 11% | 20 | 6 | 1%

Retrieved by compound from the list above (seven):
SMILES | Yfh1-depleted yeast | PMI inhibitors | LYP phosphatase | PMI inhibition | XIAP displacement | TNAP activators | P. falciparum M1AAP | WT yeast gro inh | WT yeast gro inh mutant strain | P. falciparum M17LAP
O=C(NCCCN1CCOCC1)C1COc2ccccc2O1 (stereo not given) | i | 4% | -4% | 3% | -22% | 1.1 | 4% | 5 | 14 | -2%
CCC(C)C(=O)Nc1cc(C(=O)OC)cc(C(=O)OC)c1 (stereo not given) | i | 0% | -5% | 4% | -2.8% | 1.1 | 7% | 30 | -30 | -3%
O=C(CC1C(=O)NCCN1Cc1ccc(-c2ccccc2)cc1)NCc1ccccc1 (stereo not given) | i | -8% | -5% | 2% | -8.6% | 1.1 | nt | 29 | 3 | nt
COc1ccc(N(CC(=O)Nc2ccccc2C)S(=O)(=O)c2c(C)[nH]c(=O)[nH]c2=O)cc1 | i | nt | -7% | nt | nt | nt | -2% | nt | nt | -1%
N#Cc1nc(-c2ccc(Cl)cc2)oc1NCc1ccco1 | i | 7% | -10% | -2% | -2.8% | 1.1 | 7% | 21 | 19 | -10%
Cn1c(=O)n(CCOc2ccccc2Cl)c2ccccc21 | i | -3% | -6% | -1% | -6.2% | 1.1 | 2% | 10 | 0 | 9%
COc1ccc(/C=N\NC(=O)COc2ccc(Cl)cc2Cl)c(C(=O)O)c1OC | i | 1% | -3% | -2% | -2.0% | 1.1 | 1% | 21 | -3 | -2%

Continued.
SMILES | Yfh1-depleted yeast | PMI inhibitors | LYP phosphatase | PMI inhibition | XIAP displacement | TNAP activators | P. falciparum M1AAP | WT yeast gro inh | WT yeast gro inh mutant strain | P. falciparum M17LAP
COc1cc2c(c(O)c1OC)C(=O)C(OC)CCC2 (stereo not given) | i | -10% | -2% | -2% | -0.5% | 1 | -2% | 9 | 2 | -6%
OC(CNCC#Cc1ccccc1)c1ccccc1 (stereo not given) | i | -4% | -5% | -11% | -0.6% | 1.1 | -1% | 4 | 3 | 1%
O=C(Nc1ccc([N+](=O)[O-])cc1)C1C(c2ccccc2)=C1c1ccccc1 | i | 8% | -3% | 2% | 1.1% | 1.1 | 5% | -13 | 5 | -3%
COCc1nnc(NC(=O)c2ccc(S(=O)(=O)N(CC(C)C)CC(C)C)cc2)o1 | i | -29% | -6% | -39% | 1.0% | 1.1 | -19% | 8 | 4 | -1%
CCC1Oc2ccccc2N(Cc2ccccc2C)C1=O (stereo not given) | i | 6% | -3% | 5% | -1.5% | 1.2 | 0% | nt | nt | 8%
CC(C)C(=O)N1CCN(c2nc(-c3ccc(Cl)cc3)cs2)CC1 | i | 1% | 1% | 0% | -6.0% | 1 | 6% | 27 | 14 | -4%
CCCCNS(=O)(=O)c1ccc2nc(-c3cccs3)cc(C(=O)NCC(OC)OC)c2c1 | i | 11% | -12% | 15% | -5.1% | 1.1 | 10% | 9 | -10 | -71%
O=c1c2cccnc2[nH]c(=S)n1CCCN1CCN(c2ccc(F)cc2)CC1 | i | 18% | 1% | 19% | -3.4% | 1.2 | -1% | 5 | 5 | -3%
CC(C)CC(NC(=O)OC(C)(C)C)c1cn([C@@H](Cc2ccc(O)cc2)C(=O)N2CCN(C(=O)OC(C)(C)C)CC2)nn1 (stereo not given in full) | i | 6% | -2% | -1% | -0.1% | 1.1 | -1% | -7 | -10 | -3%
COc1cc(O)c(C(CCN2CCCC(C)C2)c2cc(OC)c(OC)c(OC)c2)c(OC)c1 (stereo not given) | i | nt | -5% | nt | nt | nt | 6% | nt | nt | 5%
COc1ccccc1C(=O)N1CCN(c2nc3cc(C)c(C)cc3cc2C#N)CC1 | i | 9% | 3% | 5% | 0.0% | 1.1 | 7% | 33 | -7 | 1%
Cc1ccsc1/C=N/NC(=O)Cc1ccc(Cl)cc1 | i | nt | -4% | nt | nt | nt | -3% | nt | nt | -9%
O=C1CCCC2=C1C(c1ccccc1)n1c(s/c(=C/c3cccc(F)c3)c1=O)=N2 (stereo not given) | nt | 6% | 7% | 1% | -6.3% | 1.1 | 1% | 12 | 5 | -3%
COc1ccccc1C(=O)NC(CCSC)C(=O)OCC(=O)c1ccc[nH]1 (stereo not given) | i | -2% | 3% | -5% | -1.2% | 1.3 | 0% | -11 | 2 | -3%
CC(C)Cc1nc2sc3c(c2c(=O)n1N)CC(C)(C)OC3 | i | nt | -2% | nt | nt | nt | 0% | nt | nt | 1%
Cc1ccccc1NC(=O)Cc1ccccc1 | i | -1% | -1% | -6% | -1.6% | 1.1 | -2% | -14 | 5 | 4%
CNC(=O)COC(=O)/C=C/c1cn(-c2ccccc2)nc1-c1ccc(C)o1 | i | nt | 5% | nt | nt | nt | 2% | nt | nt | 1%
Cc1ccc2nc(NCCCO)nc(-c3ccccc3)c2c1 | i | 1% | -11% | 0% | -2.1% | 1.4 | 3% | 21 | 19 | -30%
O=C(Nc1ccc([N+](=O)[O-])cc1)N1CCCCC1 | i | 6% | -1% | 6% | -6.6% | 1 | 14% | 18 | 15 | 10%
Cc1cc(=O)[nH]c(N/N=C/c2ccc(OC(=O)c3cccnc3)cc2)n1 | i | -4% | -2% | -3% | -5.1% | 1.1 | 4% | -5 | -12 | -5%
CCOC(=O)C1=C(O)C(=O)N(c2ccc(S(N)(=O)=O)cc2)C1c1cccc([N+](=O)[O-])c1 (stereo not given) | i | nt | -2% | nt | nt | nt | 4% | nt | nt | 0%
O=C(COC(=O)c1sc2ccccc2c1Cl)NCC1CCCCC1 | i | 1% | -13% | -2% | -4.1% | 1.1 | 2% | 5 | -2 | -1%
C/C(=N\NC(=S)Nc1cccc(C)c1)c1ccco1 | i | 12% | 8% | 10% | 0.4% | 1.1 | 13% | 59 | 59 | -2%
CCOC(=O)c1cccc(NC(=O)C(C)N2C(=O)c3ccccc3C2=O)c1 (stereo not given) | i | 8% | -6% | 2% | -0.8% | 1.1 | 7% | 3 | 3 | -2%
O=C(CSc1nnc(CNC(=O)c2cccs2)o1)Nc1ccccc1 | nt | -7% | -5% | -8% | -1.1% | 1.2 | -9% | -1 | -16 | 21%
CCC1(CC)NC(=O)N(CC(=O)OCC(=O)Nc2ccc(C(F)(F)F)cc2)C1=O | nt | 6% | -6% | 1% | -4.3% | 1.1 | -3% | 14 | 14 | 3%
CCc1ccc(NC(=O)CSc2ccc(-c3ccco3)nn2)cc1 | i | -14% | -6% | -15% | -5.1% | 1.1 | 10% | -1 | -10 | 15%
CC(C)c1ccc(NC(=O)COc2ccc(F)cc2C(=O)c2cnn(-c3ccccc3)c2)cc1 | i | 11% | 1% | 9% | -1.8% | 1.1 | 0% | 3 | -8 | -4%
C[n+]1cc[nH]c1SCC(=O)c1ccccc1 | i | -7% | -9% | -6% | -0.6% | 1.1 | 1% | 9 | 13 | 5%
CC(=O)c1cccc(NC(=O)c2ccc3c(Cl)c4c(nc3c2)CCCC4)c1 | i | 15% | -3% | 11% | -7.0% | 1.1 | -1% | 18 | 3 | -18%
Cc1nc(NC(=O)CSc2nncs2)c(Cl)cc1Cl | i | nt | -5% | nt | nt | nt | -1% | nt | nt | -4%
O=C(NCc1cccs1)c1cc(-c2ccccn2)nc2ccc(Br)cc12 | i | -2% | -11% | -2% | -4.2% | 1 | -5% | -2 | 15 | -7%
CC(NC(=O)/C=C/c1ccc(Br)cc1)c1ccc(Cl)cc1 (stereo not given) | i | -5% | 2% | 4% | -6.2% | 1.1 | -5% | 0 | -13 | -8%

Source: PubChem BioAssay (several laboratories)
